TEAD-YAP inh = TEAD-YAP interaction inhibition. hit rate 1.4% among 640,000. HEK-TIYL cells, TEAD-Gal4/YAP UAS-luciferase luminescence. inhibition, % at 9.12 µM; in the data active = inhibition above about 32%;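 also: 0% = median of test compound wells and 100% = reference inhibitor wells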
MITF primary = inhibitors of human MITF; AlphaScreen MITF homodimerization, bead proximity signal; O75030; hit rate 0.91% among 650,000; inhibition, % at 2.6 µM; AID 1259374; in the data active = inhibition above about 50%;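 also: 0% = vehicle wells with protein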
Target sequence (O75030 whole entry, looked up): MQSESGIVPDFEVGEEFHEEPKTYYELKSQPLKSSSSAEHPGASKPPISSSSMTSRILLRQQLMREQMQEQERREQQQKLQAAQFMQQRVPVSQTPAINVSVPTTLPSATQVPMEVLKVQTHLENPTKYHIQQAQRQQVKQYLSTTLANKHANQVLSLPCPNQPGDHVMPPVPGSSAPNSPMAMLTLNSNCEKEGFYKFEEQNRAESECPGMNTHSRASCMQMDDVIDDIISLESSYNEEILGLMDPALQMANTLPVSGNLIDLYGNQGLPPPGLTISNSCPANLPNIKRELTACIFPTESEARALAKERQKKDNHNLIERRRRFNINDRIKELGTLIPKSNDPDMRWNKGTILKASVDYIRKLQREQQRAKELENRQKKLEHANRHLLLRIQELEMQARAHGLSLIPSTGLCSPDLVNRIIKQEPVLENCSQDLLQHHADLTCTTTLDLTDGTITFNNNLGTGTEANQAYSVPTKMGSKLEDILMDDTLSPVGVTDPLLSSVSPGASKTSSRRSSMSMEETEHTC
GPR151 ag = activators of human GPR151; Q8TDV0; PathHunter beta-arrestin GPR151 cells, luminescence; activation, % at 11.2 µM; hit rate 1% among 650,000; in the data active = activation above about 4.9%;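 also: 0% = median of compound wells and 100% = cells with positive control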
Target sequence (Q8TDV0 whole entry, looked up): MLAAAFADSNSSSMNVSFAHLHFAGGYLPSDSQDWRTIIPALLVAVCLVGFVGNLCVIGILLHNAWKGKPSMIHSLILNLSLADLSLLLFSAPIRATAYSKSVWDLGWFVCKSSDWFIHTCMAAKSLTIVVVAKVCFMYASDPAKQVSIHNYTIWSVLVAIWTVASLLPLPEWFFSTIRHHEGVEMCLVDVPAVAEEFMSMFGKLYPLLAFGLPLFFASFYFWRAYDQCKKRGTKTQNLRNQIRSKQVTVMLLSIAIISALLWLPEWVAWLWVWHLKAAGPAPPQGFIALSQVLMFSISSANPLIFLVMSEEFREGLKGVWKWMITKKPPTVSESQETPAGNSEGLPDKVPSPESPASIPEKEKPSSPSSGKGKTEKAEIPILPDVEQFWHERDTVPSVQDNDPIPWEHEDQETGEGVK
FBW7 activator = human FBW7 E3 ligase activation, primary screen; Q969H0; AlphaScreen FBW7–phospho-cyclin E peptide binding, activator screen; AID 1259310; normalized activity (activation), % at 26.1 µM; hit rate 0.13% among 650,000; in the data active = normalized activity above about 1.9%;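 also: purified mutant Fbw7 with reduced substrate affinity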
Starred values were filed as active, the others as inactive.

Every second line gives: TEAD-YAP inh | MITF primary | FBW7 activator | GPR151 ag
O=C(CN1CCN(c2ccccc2F)CC1)Nc1ccc(Cl)c(C(F)(F)F)c1
    6 | 7 | 0.0 | -1.2
CCc1ccccc1NC(=O)c1cc(-c2ccc(Cl)c(Cl)c2)nc2ccccc12
    -3 | 8 | -0.1 | -0.6
CCOc1cccc(NC(=O)c2ccc(F)c(S(=O)(=O)N(CC)c3cccc(C)c3)c2)c1
    0 | -1 | -0.1 | -1.1
O=S(=O)(Nc1cc(Cl)c(O)c(Cl)c1Cl)c1ccc(Cl)cc1
    3 | 0 | -0.1 | 1.3
CCOc1ccc(OCC)c(NC(=O)C2CCN(S(=O)(=O)c3ccccc3)CC2)c1
    -2 | 5 | 0.0 | 0.3
C=CCNC(=O)c1cc(Cl)c(OC)c(Cl)c1
    0 | 13 | 0.1 | -0.1
C=CCn1c(SCC(=O)Nc2ccc(Cl)cc2)nnc1C1CC1
    14 | 12 | 0.3 | -1.7
CCCCN(CCCC)c1cc(=O)[nH]c(=O)[nH]1
    -8 | 12 | 0.2 | 0.6
COc1cccc(-c2cnc3ccc(NC4CCC(O)CC4)nn23)c1 (stereo not drawn)
    64* | -8 | -0.7 | 0.0
O=C1Nc2ccccc2/C1=C\c1ccc(Cl)c([N+](=O)[O-])c1
    12 | 8 | 0.2 | -1.2
CCCN(CCC)S(=O)(=O)c1ccc2c(c1)CC(C)N2C(=O)CC (stereo not drawn)
    -5 | -9 | 0.0 | 1.2
CCn1cnc2sc(C(=O)Nc3cc(C)ccc3OC)c(C)c2c1=O
    -5 | 3 | 0.1 | -0.6
Cc1cc(-c2cnc(N3CCOCC3)nc2C2CCN(C(=O)C3CCCO3)CC2)on1 (stereo not drawn)
    -14 | 20 | 0.1 | -0.4
O=C(NC1CCN(Cc2ccccc2)CC1)c1cccc(Nc2ccc3ncccc3c2)c1
    6 | 2 | -0.2 | 2.0
CCCCCOc1ccc(N2C(=O)CSC2c2cccnc2)cc1 (stereo not drawn)
    -7 | 6 | 0.4 | 1.2
CCOC(=O)C1=C(C)N=c2s/c(=C\c3ccc(C)cc3)c(=O)n2C1c1ccc(F)cc1 (stereo not drawn)
    5 | -4 | 0.0 | 3.0
CCN(CC)CCCNC(=O)c1n[nH]c(=O)c2ccccc12
    2 | 9 | 0.0 | 0.1
CCCNC(=O)N1CCC2(CC1)OCc1ccccc1O2
    5 | 19 | 0.0 | -0.2
Cc1nn(C)cc1-c1n[nH]c(=S)n1-c1ccc(Cl)cc1
    4 | 1 | 0.1 | 0.0
N/C(=N\N=C\c1c(O)ccc2ccccc12)c1ccccn1
    60* | 11 | -0.9 | -1.9
CC(=O)c1sc(NC(=O)COc2ccc([N+](=O)[O-])cc2)nc1C
    0 | 2 | 0.0 | -0.5
CC1(C)CC(NC(=O)c2cccc(OC3CCN(C(=O)C4CC4)CC3)c2)CCO1 (stereo not drawn)
    3 | 13 | 0.1 | 0.0
CC1Cc2ccccc2N1C(=S)Nc1ccc(S(N)(=O)=O)cc1 (stereo not drawn)
    -2 | -6 | -0.3 | 0.1
CCOC(=O)C1CCN(C(=O)C(C)(C)Oc2ccc(Cl)cc2)CC1
    -2 | -1 | 0.3 | 5.7*
O=C(N/N=C/c1ccc(Oc2ccc([N+](=O)[O-])cn2)cc1)c1ccc([N+](=O)[O-])cc1
    -5 | 8 | 0.1 | 0.7
CC(C)CCSc1nc2cc3c(cc2c(=O)n1Cc1ccco1)OCO3
    -3 | 19 | 0.1 | 0.1
Cc1ccc(S(=O)(=O)N(CC(=O)NC2CC2)c2ccccc2C)cc1
    -6 | -2 | -0.2 | 0.1
CCOCCOC(=O)C1=C(C)NC(=O)NC1c1ccc([N+](=O)[O-])cc1 (stereo not drawn)
    -6 | 5 | 0.0 | 2.5
COC(=O)C1=C(C)NC(=S)NC1c1ccc(OCc2ccccc2)c(OC)c1 (stereo not drawn)
    -8 | -5 | 0.0 | 1.6
CCOC(=O)CSc1nnc(NC(=O)c2ccc(OC)cc2OC)s1
    -3 | -5 | 0.0 | 1.6
Cc1cc2c(=O)n(Cc3ccco3)c(SCc3cc(=O)[nH][nH]3)nc2s1
    4 | 3 | -0.4 | 1.6
CCOC(=O)c1sc2nc(SCc3cc(C(C)=O)ccc3OC)n(Cc3ccccc3)c(=O)c2c1C
    4 | -6 | 0.0 | 1.9
O=c1cc(CSc2ccc([N+](=O)[O-])c(C(F)(F)F)c2)nc2sccn12
    -4 | 1 | 0.0 | 0.9
OCc1nc2ccccc2n1Cc1ccc2ccccc2c1
    -4 | -11 | -0.1 | 2.3
CC1=C(C(=O)Nc2ccccc2)C(c2ccccc2)C(C#N)=C(SCC(=O)Nc2ccc(Oc3ccccc3)cc2)N1 (stereo not drawn)
    16 | 0 | -0.1 | 0.7
Cc1ccc(CC(=O)Nc2ccc(S(N)(=O)=O)cc2)cc1
    3 | 1 | 0.2 | -1.2
CCn1c(C(=O)O)c(CC(=O)NCCCN2CCOCC2)c2ccccc21
    6 | 3 | 0.1 | -0.6
COc1cccc(NC(=O)C2C3C=CC4(O3)C2C(=O)N(Cc2cccs2)C4C(=O)NC2CCCCC2)c1 (stereo not drawn)
    -6 | -1 | -0.1 | -0.1
O=C(c1cccs1)N1CCC[C@@H]1Cn1nc(-c2cccs2)ccc1=O
    5 | 3 | 0.0 | 0.0
COc1ccc(NC(=O)CSc2nc3c(c(=O)n2-c2ccc(F)cc2)SCC3)c(OC)c1
    8 | -2 | 0.0 | 1.7
CC(c1ccccc1)N1C(=O)c2ccc(Cl)cc2C1=O (stereo not drawn)
    3 | -4 | 0.4 | 1.7
NCCCC(=O)N1c2ccccc2Sc2ccc(Cl)cc21
    0 | 6 | -0.4 | 1.3
O=C(NCCS(=O)(=O)N1CCc2ccccc2C1)C(c1ccccc1)c1ccccc1
    11 | 9 | 0.3 | -1.9
CCCCNCCCOc1ccc(Cl)cc1C
    -1 | 13 | 0.4 | -0.3
CCOC(=O)C1=C(CSc2nc3c(c(-c4cccs4)c2C#N)CCCC3)OC(N)=C(C#N)C1c1ccccc1 (stereo not drawn)
    -1 | 7 | -0.5 | 0.5
O=C(NC(=S)NNC(=O)c1ccccc1O)c1ccc(F)cc1
    7 | 44 | -1.8 | -0.1
CN(C)S(=O)(=O)N1CCC(CO)(Cc2cccc(F)c2)CC1
    -3 | -5 | -0.1 | -0.8
C=CCOc1c(Br)cc(CNc2ccc(S(N)(=O)=O)cc2)cc1OCC
    -6 | 17 | -0.1 | 0.5
O=C(COC(=O)c1ccc(OC(F)(F)F)cc1)NCCN1C(=O)CSC1=O
    11 | 13 | 0.2 | -2.3
CSCCOC(=O)C1=C(C)NC(=O)NC1c1ccc(F)cc1 (stereo not drawn)
    3 | -2 | -0.5 | -1.1
CCON1C(=O)CN(C(=O)OC)C1c1ccc(Cl)cc1Cl (stereo not drawn)
    14 | 3 | 0.0 | -0.4
COc1cc(/C=C(\C#N)c2nc3ccccc3[nH]2)ccc1Oc1nc(Nc2ccc(C)cc2Br)nc(N2CCOCC2)n1
    -15 | 3 | -0.1 | 0.4
COc1ccc(CN2CCc3nnc(CCc4ccccc4)n3CC2)c(F)c1
    6 | 14 | 0.1 | -2.3
C/C(=N\NC(=O)c1nnn(-c2nonc2N)c1-c1ccccc1)c1ccc(F)c(F)c1
    2 | 13 | -0.1 | -0.9
CC1CCN(c2c(NCC3CCC(C(=O)N4CCCCC4)CC3)c(=O)c2=O)CC1 (stereo not drawn)
    4 | -3 | -0.1 | -0.7
COC(=O)c1ccccc1NC(=O)c1ccccc1N(C)S(=O)(=O)c1ccccc1
    4 | -2 | 0.1 | 1.1
COc1cc(Cl)cc(/C=N/Nc2ccc([N+](=O)[O-])cc2)c1O
    -28 | -3 | 0.1 | -0.8
NNC(=O)CNC(c1ccccc1)c1cc(Br)ccc1NC(=O)c1ccccc1 (stereo not drawn)
    4 | -26 | -0.1 | -0.5
CCOc1cc(/C=C\c2cc(C(F)(F)F)[nH]c(=O)n2)ccc1OC
    -12 | 6 | 0.1 | -0.7
COc1ccc(CCNCc2ccc(C(=O)O)cc2)cc1OC
    -1 | 12 | 0.1 | 0.0

Filtered by structure, the compounds so far with an aryl thioether with sulfur outside any ring (eight)
Every second line gives: TEAD-YAP inh | MITF primary | FBW7 activator | GPR151 ag
C=CCn1c(SCC(=O)Nc2ccc(Cl)cc2)nnc1C1CC1
    14 | 12 | 0.3 | -1.7
CC(C)CCSc1nc2cc3c(cc2c(=O)n1Cc1ccco1)OCO3
    -3 | 19 | 0.1 | 0.1
CCOC(=O)CSc1nnc(NC(=O)c2ccc(OC)cc2OC)s1
    -3 | -5 | 0.0 | 1.6
Cc1cc2c(=O)n(Cc3ccco3)c(SCc3cc(=O)[nH][nH]3)nc2s1
    4 | 3 | -0.4 | 1.6
CCOC(=O)c1sc2nc(SCc3cc(C(C)=O)ccc3OC)n(Cc3ccccc3)c(=O)c2c1C
    4 | -6 | 0.0 | 1.9
O=c1cc(CSc2ccc([N+](=O)[O-])c(C(F)(F)F)c2)nc2sccn12
    -4 | 1 | 0.0 | 0.9
COc1ccc(NC(=O)CSc2nc3c(c(=O)n2-c2ccc(F)cc2)SCC3)c(OC)c1
    8 | -2 | 0.0 | 1.7
CCOC(=O)C1=C(CSc2nc3c(c(-c4cccs4)c2C#N)CCCC3)OC(N)=C(C#N)C1c1ccccc1 (stereo not drawn)
    -1 | 7 | -0.5 | 0.5

The list continues.
Every second line gives: TEAD-YAP inh | MITF primary | FBW7 activator | GPR151 ag
CCOc1cc(/C=N/N=C(N)N)ccc1OCc1ccccc1
    40* | 6 | -0.3 | 0.6
O=C(Cc1cc(O)c2ccccc2c1OC(=O)c1ccccc1)c1ccccc1
    10 | 0 | 0.0 | 0.2
Nc1nnnn1/N=C\c1ccc(O)c(O)c1
    12 | 5 | 0.5 | 0.1
CCc1c(C)nc2cc(-c3ccc(C)cc3)[nH]n2c1=O
    -51 | -17 | 0.1 | -1.1
Cc1ccc2nc(NC(=O)CSc3nnnn3-c3ccccc3)sc2c1
    2 | 10 | 0.0 | -1.3
CC(C)CNC(=O)c1cnn2c(C(F)F)cc(-c3ccccc3)nc12
    -8 | -12 | 0.1 | 4.0
Fc1ccc(N/N=C/c2cccnc2)c(F)c1
    -2 | 6 | 0.1 | -1.1
O=C(Cc1ccc(Br)cc1)Nc1c[nH]c(=O)[nH]c1=O
    7 | 1 | 0.5 | 0.3
COc1ccccc1OCC(=O)NCCN1CCN(S(=O)(=O)c2ccc(C)cc2)CC1
    4 | -3 | 0.2 | -0.9
CCc1ccc2oc(-c3ccc(C)c(NC(=O)c4cccnc4)c3)nc2c1
    -14 | 18 | 0.8 | 2.5
Cc1cccc(Cn2c(SCC(C)O)nc3c2c(=O)n(C)c(=O)n3C)c1 (stereo not drawn)
    -5 | -3 | -0.2 | -0.1
COc1ccc(NS(=O)(=O)c2cc(Br)cc3c2N(C(C)=O)CC3)cc1Cl
    24 | -4 | 0.0 | 0.4
CCn1nnc2c(N3CCN(c4cccc(Cl)c4)CC3)ncnc21
    12 | 13 | 0.7 | 0.0
O=C(NNC(=O)c1ccc(Cl)c([N+](=O)[O-])c1)c1ccc([N+](=O)[O-])cc1
    -5 | 13 | -0.1 | -0.9
CCOC(=O)Cn1c(=O)c(-c2cc([N+](=O)[O-])ccc2NC)nc2ccccc21
    -6 | -3 | 0.2 | -0.3
COc1cc([N+](=O)[O-])cc2c1NC(c1ccc(Cl)cc1)C1CC=CC21 (stereo not drawn)
    6 | -2 | -0.1 | 0.7
COc1ccccc1CNC(=O)CNC(=O)c1cn(-c2ccccc2OC)c(=O)c2ccccc12
    -4 | -7 | 0.1 | -1.8
Cc1ccc(C)c(N2C(=O)c3ccncc3C2=O)c1
    2 | 8 | 0.0 | 0.8
CCOC(=O)c1cnn(-c2nc3ccccc3s2)c1CN(C)Cc1cscn1
    -7 | 6 | -0.2 | -0.9
O=C(CC(NCc1cccnc1)C(=O)O)Nc1cccc(Cl)c1 (stereo not drawn)
    -11 | -14 | -0.1 | 0.5
COCc1cc(C)nc2sc(C(=O)N3CCCC3)c(N)c12
    -13 | 9 | 0.1 | -2.2
CC(=O)c1ccc(NC=C(S(=O)(=O)c2ccccc2)S(=O)(=O)c2ccccc2)cc1
    -10 | 18 | 0.1 | -1.4
Nc1c(C(=O)Nc2ccccc2C(F)(F)F)sc2nc3c(cc12)C(=O)CCC3
    -26 | 16 | -0.2 | 0.7
O=C(C1CC2CCC1C2)N1CCN(c2ccc(Cl)cc2)CC1 (stereo not drawn)
    -7 | 8 | 0.1 | 0.0
O=C1Nc2cccnc2SC1c1ccccc1 (stereo not drawn)
    -7 | -9 | -0.1 | 4.0
CC1CCN(S(=O)(=O)c2ccc(F)c(F)c2)CC1
    -3 | 13 | 0.0 | 0.1
O=C(NC1CC1)c1ccc(-c2nccc(Nc3ccccc3)n2)cc1
    -10 | 7 | -0.1 | 1.5
COc1cc([N+](=O)[O-])ccc1NC(=O)C1CC(=O)NC(=Nc2ccc(C)cc2)S1 (stereo not drawn)
    -5 | -5 | 0.6 | -0.1
COC(=O)c1c(NC(=O)COc2ccc(Cl)cc2C)sc2c1C(C(=O)OC)CC2 (stereo not drawn)
    -1 | -4 | 0.3 | 0.2
CC1=C(C(=O)OCC(C)C)C(c2cc([N+](=O)[O-])ccc2Cl)C2=C(CCCC2=O)N1 (stereo not drawn)
    8 | 10 | 0.2 | -0.7
Nc1ccc(-c2nc3cc(N)ccc3s2)cc1
    47* | 5 | 1.8 | -4.6
